Rin1-Abl PPI inh = human Rin1-Abl interaction inhibition | inhibition, % at 7.35 µM | AID 588664 | 360,000 compounds, 0.4% hits | P00519+Q13671 | TR-FRET Rin1/Abl binding, biochemical; in the data active = inhibition above about 5%, passing the limit was not always enough
E coli Lon inh = inhibits E. coli Lon protease. AID 602123. P0A9M0. purified E. coli Lon protease, fluorescence polarization. inhibition, % at 7.94 µM. 360,000 compounds, 0.42% hits; in the data active = inhibition above about 13%, passing the limit was not always enough;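 note: 0% = enzyme with probe and DMSO and 100% = no enzyme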
SKN-1 block = inhibitors of C. elegans SKN-1 | C. elegans VP596 Pgst-4::GFP/RFP ratio, acrylamide-induced, 24 h | inhibition, % at 21.8 µM | 360,000 compounds, 0.49% hits | AID 624304;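 active = interference check ratio from 0.5 to 1.5 plus GFP to RFP signal ratio inhibition reaching or exceeding a fixed threshold, cut at about 30% in these data, passing the limit was not always enough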; note: some compounds called inactive have numbers as strong as hits
Neddyl block = blocks human cullin neddylation | P61081+Q13564 | TR-FRET cullin neddylation, biochemical | calls only at 25 µM | 360,000 compounds, 0.58% hits | AID 651699; in the data active = inhibition above about 36%
Target sequence (P61081 whole entry, looked up): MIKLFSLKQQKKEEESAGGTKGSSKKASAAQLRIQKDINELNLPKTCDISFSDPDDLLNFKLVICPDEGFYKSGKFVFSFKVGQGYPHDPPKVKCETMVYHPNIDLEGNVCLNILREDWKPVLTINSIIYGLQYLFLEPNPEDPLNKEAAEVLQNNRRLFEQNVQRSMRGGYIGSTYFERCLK
Target sequence (Q13564 whole entry, looked up): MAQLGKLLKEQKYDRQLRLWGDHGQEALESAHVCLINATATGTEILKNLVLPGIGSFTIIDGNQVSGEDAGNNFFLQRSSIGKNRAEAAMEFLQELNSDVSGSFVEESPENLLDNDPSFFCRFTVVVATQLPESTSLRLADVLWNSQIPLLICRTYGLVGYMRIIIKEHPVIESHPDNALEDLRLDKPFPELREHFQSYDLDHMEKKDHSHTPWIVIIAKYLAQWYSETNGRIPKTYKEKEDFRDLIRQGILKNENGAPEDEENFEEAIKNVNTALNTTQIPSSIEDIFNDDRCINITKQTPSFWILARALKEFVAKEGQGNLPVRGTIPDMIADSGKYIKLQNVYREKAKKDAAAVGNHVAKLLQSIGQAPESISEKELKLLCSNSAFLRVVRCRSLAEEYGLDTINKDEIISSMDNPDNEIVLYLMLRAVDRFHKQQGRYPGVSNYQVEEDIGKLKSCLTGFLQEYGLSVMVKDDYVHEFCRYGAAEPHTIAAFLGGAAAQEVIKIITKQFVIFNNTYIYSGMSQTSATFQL
CendR NRP1 mod = alters CendR peptide binding to human NRP-1; FAM-RPARPAR peptide binding to NRP-1, fluorescence polarization; O14786; 360,000 compounds, 0.85% hits; inhibition, % at 25 µM;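 active = inhibition or corrected inhibition above about 18%, plus a signal ratio from 0.5 to 1.5, limit read from the data, passing the limit was not always enough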; note: strong numbers were not always called active
MT1-MMP act inh = MT1-MMP (human) activation inhibition; P50281; GFP/RFP ratio change, % at 20 µM; 360,000 compounds, 0.061% hits; HT1080 RFP-PRO-GFP cells, GFP/RFP ratio fluorescence, overnight; percent of plate control window, DMSO zero; AID 651647;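 active = GFP/RFP ratio change of at least 30% with cell ATP level not reduced by more than half and red fluorescence within 50% of control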; note: strong numbers were not always called active
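system = RFP-PRO-GFP reporter HT1080 cells | dosing = 20 µM single dose, 1% DMSO | timing = overnight cell settling, then overnight compound exposure, 37 °C, 5% CO2 | read-out basis = GFP/RFP fluorescence ratio | controls = DMSO and RFP-L50D-GFP cell wells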
bovine MsrA act = activators of bovine methionine sulfoxide reductase A; 360,000 compounds, 0.3% hits; purified bovine MsrA, absorbance read-out; activation, % at 10.6 µM; in the data active = activation above about 7.5%;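 note: 0% = vehicle and 100% = reference activator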
MLLE-PAM2 inh = inhibitors of microRNA-mediated deadenylation, human PABP1 MLLE binding; P11940; GST-MLLE / FITC-PAM2 fluorescence polarization; inhibition, % at 20 µM; 360,000 compounds, 0.36% hits; in the data active = inhibition above about 35%, passing the limit was not always enough;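 note: plate controls were DMSO wells with GST-MLLE for no effect and wells lacking GST-MLLE protein for full effect; some results filed as inactive read as strong as hits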
FAS TE block = inhibitors of human fatty acid synthase thioesterase domain; P49327; recombinant FAS-TE, OMFH fluorogenic substrate, fluorescence endpoint; inhibition, % at 15 µM; 360,000 compounds, 0.67% hits; AID 602261;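 active = compounds whose normalised, plate-corrected inhibition of enzyme fluorescence in the single-dose primary screen is 50% or more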;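 note: 0% = DMSO with enzyme and 100% = substrate without enzyme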
* = called active by the depositor; i = inactive; . = not tested or not shown; + = active, no number. Random draw from the library; overall some 4% were active at least once.

SMILES	Rin1-Abl PPI inh	E coli Lon inh	SKN-1 block	Neddyl block	CendR NRP1 mod	MT1-MMP act inh	bovine MsrA act	MLLE-PAM2 inh	FAS TE block
O=C1CNC(=O)/C1=C\N1CCN(C(c2ccccc2)c2ccccc2)CC1	3	3	7	i	-8	-22	0	23	-1
CC(=O)Nc1ccc(/C=N\NC(=O)CNS(=O)(=O)c2ccc([N+](=O)[O-])cc2)cc1	1	0	6	i	-4	1	-3	0	12
O=[N+]([O-])c1ccc(CSc2nc3ccccc3o2)cc1	7	1	69*	i	6	4	-14	8	50
CCOc1ccccc1-c1nn2c(Cc3ccccc3)nnc2s1	1	-3	0	i	-8	1	-4	-40	9
Cc1ccc(NC2CCCN(C(=O)CCN3CCCCO3)C2)cc1C (centres undefined)	-2	1	27	i	-9	-4	-1	7	-5
Cc1cc(C)c2c(NC(=S)NC(=O)c3ccccc3)nn(C)c2n1	4	1	7	i	-13	5	-3	26	-5
O=C(c1ccc(N2CCOCC2)nc1)N1CCOCC1	1	-4	5	i	9	-5	-1	1	-7
O=c1cc(-c2ccccc2)oc2cc(O)ccc12	64*	0	-2	i	4	-10	-2	8	0
COc1c(O)cc2oc(-c3ccc(O)cc3)cc(=O)c2c1O	-3	0	10	i	7	-6	0	21	-8
O=C1CCCC(=O)C1Sc1ccc(Cl)cc1	-1	7	4	i	13	6	-1	7	-3
CN1CCCC2(CCCN(Cc3nc(Cc4cccc(C(F)(F)F)c4)no3)C2)C1 (centres undefined)	2	-8	-13	i	1	-2	-4	7	-2
O=C(CCN1C(=O)/C(=C/c2ccccc2Cl)SC1=S)Nc1ccccc1C(=O)O	0	-3	39*	i	-54	2	-3	22	71*
CC1(C)CC(NC(=O)c2ccccc2F)CC(C)(C)N1	0	-9	20	i	-4	0	-1	8	-8
COc1cc(/C=N\NC(=O)c2sc(N)nc2C)cc(OC)c1OC	-6	-6	9	i	5	29	-7	-10	-5
O=C(c1ccc(Cl)cc1)n1cnc2ccccc21	0	-13	11	i	-8	3	-1	-6	6
Cc1nc(N2CCOCC2)nc(Oc2ccccc2)c1[N+](=O)[O-]	4	0	8	i	-16	1	2	8	52*
Cc1ccccc1N1CC(C(=O)Nc2nnc(SCc3cccnc3)s2)CC1=O (centres undefined)	-1	-3	-7	i	6	-1	-1	2	0
O=C(Cc1ccc(Br)cc1)N1CCN(c2ccccc2O)CC1	-1	24*	-3	i	-3	-3	-1	7	-2
CN(C)C(=O)c1cc(C(=O)c2ccccc2)c[nH]1	0	-12	-9	i	-10	1	1	-8	-6
O=C(O)c1cc(NC(=O)c2cccc(F)c2)cc(NC(=O)c2cccc(F)c2)c1	2	-11	3	i	10	0	-4	0	-3
Cc1cccc(Cn2c(N3CCc4ccccc4C3)nc3c2c(=O)[nH]c(=O)n3C)c1	-2	-4	7	i	13	-2	0	0	-9
CC(OC(=O)c1ccc2ccccc2n1)C(=O)c1ccccc1 (centres undefined)	-5	10	-7	i	-6	-1	1	2	2
Clc1ccc(-n2ncc3c(NCCCn4ccnc4)ncnc32)cc1	-3	1	6	i	-14	-3	1	5	-17
CCOC(=O)N/N=C\c1ccc(OC(=O)c2ccc3c(c2)OCO3)cc1	2	3	-7	i	8	0	2	4	-4
CS(=O)(=O)N(CC(=O)NC1CCCCCC1)Cc1ccccc1	-3	-2	8	i	8	0	0	4	-5

As entered above.
CS(=O)(=O)N(CC(=O)NC1CCCCCC1)Cc1ccccc1 in MLLE-PAM2 inh: 4
O=C(CCN1C(=O)/C(=C/c2ccccc2Cl)SC1=S)Nc1ccccc1C(=O)O in bovine MsrA act: -3

Structural class, the entries above with an NH in an aromatic ring
SMILES	Rin1-Abl PPI inh	E coli Lon inh	SKN-1 block	Neddyl block	CendR NRP1 mod	MT1-MMP act inh	bovine MsrA act	MLLE-PAM2 inh	FAS TE block
CN(C)C(=O)c1cc(C(=O)c2ccccc2)c[nH]1	0	-12	-9	i	-10	1	1	-8	-6
Cc1cccc(Cn2c(N3CCc4ccccc4C3)nc3c2c(=O)[nH]c(=O)n3C)c1	-2	-4	7	i	13	-2	0	0	-9

Further records:
SMILES	Rin1-Abl PPI inh	E coli Lon inh	SKN-1 block	Neddyl block	CendR NRP1 mod	MT1-MMP act inh	bovine MsrA act	MLLE-PAM2 inh	FAS TE block
COC(=O)C(Cc1ccc(O)cc1)NC(=O)C(C)NC(=O)c1ccc(C(C)(C)C)cc1 (centres undefined)	1	-9	-3	i	12	0	-3	9	-1
O=C1NC[C@H](c2ccccc2)OC(=O)[C@H](Cc2ccc(F)cc2)C/C=C\C[C@@H]1CC(=O)N(CCO)Cc1ccccc1	4	0	1	i	0	10	-6	2	6
COCCN(Cc1nc(-c2ccc(C(F)(F)F)cc2)no1)C(C)C	-2	-6	-6	i	4	0	-1	6	1
CCC(c1nnnn1C(C)(C)C)N1CCN(Cc2ccccc2OC)CC1 (centres undefined)	0	9	-19	i	-11	2	-7	6	-9
O=C(CSc1nnc(-c2ccccn2)o1)Nc1ccccc1	4	8	-4	i	-5	-2	-10	5	-6
COc1ccc(S(=O)(=O)N2CCN(C(=O)c3c(C)nn(-c4ccccc4)c3C)CC2)cc1	-1	-20	5	i	-4	0	-2	19	-2
Cc1cc(C)c[n+](CC(=O)c2ccc(NC(=O)c3ccccc3)cc2)c1	2	9	-2	i	15	5	-3	-1	-6
O=C(COc1ccc(Cl)cc1)Nc1nnc(-c2ccc3c(c2)CCCC3)o1	0	-5	4	i	1	1	-2	4	1
O=C(Nc1ccc2oc(=O)ccc2c1)c1ccc(-c2ccccc2[N+](=O)[O-])o1	1	-10	-1	i	4	-1	0	1	2
CCC(OC(=O)c1cc2sccc2n1C)C(=O)NCc1ccco1 (centres undefined)	1	-21	0	i	2	1	-1	-5	4
COc1cccc(-c2cc(C(=O)N3CCCCC3C)no2)c1 (centres undefined)	0	2	15	i	5	0	-1	2	5
CC(=O)Nc1ccc(SC[C@H](Cc2ccccc2)N2CC[C@@H](C)CCC2=O)cc1	3	1	20	i	-7	1	2	34	1
Cc1ccc(C(=O)Oc2cc(C)[nH]c(=O)c2[N+](=O)[O-])cc1	1	0	10	i	12	0	-1	-6	-3
Cc1ccnc(NC(=O)c2ccc(Cl)c(NC(=O)c3ccccc3C)c2)c1	-2	-5	8	i	-1	-2	0	-5	3
COc1ccccc1-n1c(SCC(=O)Nc2ccc(NC(C)=O)cc2)nc2c([nH]c3ccccc32)c1=O	1	-2	3	i	10	-1	-8	4	9
O=C(Nc1ccccc1C(=O)N1CCOCC1)c1ccco1	3	-7	-25	i	-10	0	-4	1	-5
NNc1ccc(Cc2ccc(Cl)cc2Cl)nn1	4	-3	7	i	4	7	-3	-5	-146
COc1ccc(OC)c(NC(=O)CS(=O)(=O)Cc2nc(-c3ccccc3C)oc2C)c1	1	-4	4	i	12	3	-2	19	4
CCCn1nnc(NC(=O)c2ccc(-c3ccccc3)cc2)n1	1	7	9	i	19	-1	-4	3	-3
COC(=O)[C@H](Cc1c[nH]c2ccccc12)NC(=O)Nc1ccccc1OC	-3	-14	-7	i	-5	0	-2	13	1
COc1ccc(C(=O)Nc2ccc(SC(F)F)cc2)cc1	0	2	-8	i	-5	7	-11	21	-10
Oc1ccc(-c2onc3ccc(Cl)cc23)cc1	-5	9	4	i	-8	2	2	20	-8
CC(C)CCNC(=O)CCS(=O)(=O)c1cccc2nonc12	-1	-4	14	i	1	-1	0	-11	-2
Cc1cccc(NC(=S)NC(=O)c2oc3ccccc3c2C)n1	2	2	4	i	-9	4	-2	1	-2
CC(C)(C)C(O)CN1CCCC1 (centres undefined)	5	5	-22	i	-9	-1	-10	-3	-3
Cc1ccc(S(=O)(=O)N2CCC(C(=O)N3CCC[C@H]3C(=O)NC3CCS(=O)(=O)C3)CC2)cc1 (some centres undefined)	0	-14	-19	i	-2	4	-2	11	-6
CSc1nc(C)c(CCOCc2ccc(F)cc2)c(=O)[nH]1	5	0	-5	i	0	0	-4	-9	-4
N#CC12C(=O)NC(=O)C1(C#N)C21CCCC1 (centres undefined)	2	-3	-7	i	6	1	-2	-8	-9
CC(=O)c1cc(C)c(OC(=O)c2ccccc2)c(C)c1	4	2	-19	i	-5	4	-10	-7	11
CCOC(=O)C1CCCN(Cc2nc(N)nc(Nc3ccc(Cl)cc3)n2)C1 (centres undefined)	-3	-9	-7	i	-15	-2	-12	-11	-6
COc1ccc2oc(=O)cc(C)c2c1	-3	0	-5	.	-3	-1	-3	6	-2
CCOc1ccc(NS(=O)(=O)c2cc3c4c(c2)CCN4C(=O)CC3)cc1	2	-4	15	i	2	0	-3	-11	-8
COc1ccc(N2CCN(Cc3nc4c(c(=O)[nH]c(=O)n4C)n3CC(C)=O)CC2)cc1	-1	7	3	i	4	-3	1	-2	0
O=C1NN(c2ccc(Br)cc2)C(=O)/C1=C\c1ccc(O)cc1O	1	-9	14	i	-70	-12	-4	-45	-3
O=C(CCNS(=O)(=O)c1ccccc1C(F)(F)F)NC1CCCCCC1	-1	-1	6	i	1	-1	-1	0	-3
O=C(Cn1nnc(-c2cccs2)n1)OC1CCCCC1	0	6	3	i	3	2	-11	0	12
O=C(NCCc1cccnc1)C1CCC(=O)N(CCc2cccc(F)c2)C1 (centres undefined)	5	-13	-1	i	16	2	-14	-2	-8
CCCC(=O)NC1CCc2cc(OC)c(OC)c(OC)c2-c2ccc(OC)c(=O)cc21 (centres undefined)	0	1	9	i	0	29	-11	3	-9
Cc1ccc(NC(=O)/C(C#N)=C/c2ccsc2)c(C)c1	0	4	0	i	1	-1	-2	11	-4
C=CCOc1c(CNc2ccc(S(N)(=O)=O)cc2)cccc1OC	-1	1	2	i	5	-3	-2	-10	-3
CN(CCOc1ccc(Cl)cc1)C(=O)C1=CC=CN2CCS(=O)(=O)N=C12	2	-5	3	i	7	-2	-2	8	-4
Cc1cccc(NC(=O)CN2CCN(C(=O)c3c(C)nn(Cc4ccccc4)c3C)CC2)c1C	-1	12	-2	i	2	5	0	-3	-6
C=CCn1c(C(C)NC(=O)c2ccccc2)n[nH]c1=S (centres undefined)	0	-6	6	i	9	10	-7	-3	-14
Cc1cccc(C)c1C(O)c1ncc(-c2ccc(Cl)cc2)[nH]1 (centres undefined)	-5	4	2	i	3	5	0	-14	2
Cc1cc2c(C)cc(=O)oc2c2c1NCCC2	-5	1	29	i	11	-6	-3	7	-4
COc1ccc(-n2cnnc2SCC(=O)Nc2cccc(S(N)(=O)=O)c2)cc1	1	-7	-2	i	-3	3	-2	6	0
C#CCOCCOCCOCCNc1nc(N2CCOCC2)nc(N2CCN(C(=O)[C@H](Cc3ccc(O)cc3)n3cc([C@@H](N)CC(C)C)nn3)CC2)n1	14*	3	24	i	4	1	-3	0	-3
Cc1cc(OCC(=O)N(Cc2ccco2)c2c(N)n(Cc3ccccc3)c(=O)[nH]c2=O)ccc1Cl	3	-9	13	i	-8	0	-3	0	-3
COC1=CC(=O)C[C@@H](C)[C@]12Oc1c(Cl)c(OC)cc(OC)c1C2=O	0	-5	-1	+	-7	3	-3	0	-149
CC1(c2ccc([N+](=O)[O-])cc2)NC(=O)N(CC(=O)Nc2cccnc2Cl)C1=O (centres undefined)	1	-5	-4	i	1	2	-4	3	5
CCOC(=O)CCN1C(=O)c2ccccc2Sc2ncccc21	4	-7	-14	i	9	-3	-2	4	-5
